FLuc inh = qHTS Assay for Inhibitors of Firefly Luciferase; purified firefly luciferase, luminescence, 8 min; 2.2% of 72,000 active; Potency, µM (series often up to 57.1 µM), without a hit: top-dose activity change, negative = inhibition, most hits filed as inhibitors; Luciferin 4-monooxygenase (Photinus pyralis), P08659; also: potency is read from the fitted curve at half-maximal effect; % is scaled to controls: 0 for no effect and ±100 for the full control effect; nearly all actives have a fitted effect of over 40% in size
Target sequence (P08659 whole entry, looked up): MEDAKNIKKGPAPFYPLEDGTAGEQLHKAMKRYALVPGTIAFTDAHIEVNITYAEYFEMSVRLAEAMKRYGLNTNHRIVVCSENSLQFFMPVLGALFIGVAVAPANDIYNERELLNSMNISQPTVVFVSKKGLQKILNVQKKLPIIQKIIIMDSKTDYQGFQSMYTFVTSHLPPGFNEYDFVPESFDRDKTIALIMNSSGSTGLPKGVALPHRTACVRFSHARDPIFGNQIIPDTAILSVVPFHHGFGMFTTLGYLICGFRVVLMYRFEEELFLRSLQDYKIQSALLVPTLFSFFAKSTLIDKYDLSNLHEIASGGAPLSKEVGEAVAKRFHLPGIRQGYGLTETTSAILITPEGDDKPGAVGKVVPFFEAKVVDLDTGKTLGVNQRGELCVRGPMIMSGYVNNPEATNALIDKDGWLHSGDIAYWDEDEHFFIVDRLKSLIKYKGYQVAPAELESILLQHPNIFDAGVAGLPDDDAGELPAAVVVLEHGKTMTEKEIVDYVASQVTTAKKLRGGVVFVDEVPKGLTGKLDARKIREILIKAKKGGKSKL
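Compounds were tested as concentration series (qHTS) against purified P. pyralis luciferase with luciferin and 10 uM ATP in 50 mM imidazole pH 7.2, 50 mM KCl, 7 mM MgCl2, 0.01% Tween 20, 0.05% BSA. Luminescence was read after 8 min at ambient temperature.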
A350 autofl = qHTS Assay for Spectroscopic Profiling in A350 Spectral Region. 11% of 59,000 active. max dye-equivalent concentration, M. Compound autofluorescence, 340/450 nm, Alexa 350 dye-equivalents; stronger effect = higher value; in the data active = max dye-equivalent concentration above about 10 nM; inconclusive = mostly about 1.1 nM to 9.6 nM
Ub-GFP proteasome = Ubiquitin-GFP Assay; Ubiquitin-GFP reporter cells, proteasome inhibition, GFP fluorescence; response scale: untreated = 0%, 10 µM MG-132 = 100%; Potency, µM (titrated, usually from 45.9 µM), for inactives: top-dose activation (GFP accumulation), actives largely listed as activators; 67,000 tested, under 10 active; active = well fitted activation curve with a large enough effect, not every such curve was filed as active; inconclusive = small, poorly fitted or top-dose-only effect, or another doubt; inactive = no such curve, though single readings can be large or run the other way; also: potency is read from the fitted curve at half-maximal effect
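U2OS cells stably expressing ubiquitin(G76V)-GFP, seeded overnight in 0.5% FBS medium, were exposed to compounds (qHTS, 46 uM to 2.9 nM) for 4 hr at 37 °C. GFP-positive cells were counted by laser cytometry (488 ex/515 em), normalized between basal and 10 uM MG-132.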
Fluorescein autfl = qHTS Assay for Spectroscopic Profiling in Fluorescein Spectral Region; max fluorescein-equivalent concentration, M; 0.91% of 59,000 active; Compound autofluorescence, 480/540 nm, fluorescein-equivalent; stronger effect = higher value; AID 593, 2007; in the data active = max fluorescein-equivalent concentration above about 10 nM; inconclusive = between about 1.1 nM and that limit
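Values reflect compound autofluorescence, normalized to fluorescein on the same plate and reported at each tested concentration. Conditions: 100 mM Tris pH 8.0, room temperature, 15 min, excitation 480 nm, emission 540 nm.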
ERK AVP inh = qHTS Assay for Inhibitors of the ERK Signaling Pathway using a Homogeneous Screening Assay. AID 995, 2007. HEK293-V1b, vasopressin-stimulated pERK AlphaScreen. 0.99% of 72,000 active. Potency, µM (titrated, usually from 57.5 µM), for the others: at the highest dose activity, negative = inhibition, usual class: inhibitors; also: potency is read from the fitted curve at half-maximal effect; % is scaled to controls: 0 for no effect and ±100 for the full control effect; nearly all actives have a fitted effect of over 55% in size
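Phosphorylated ERK1/2 detected via AlphaScreen bead proximity in lysates of V1b-expressing HEK293 cells given 25 nM vasopressin for 5 min after 30 min compound exposure (37 °C). AC50 from Hill equation; basal DMSO 0%, vasopressin 100%.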
Epigenetic mod = qHTS Assay for Epigenetic Modulators; mouse C127i GFP locus derepression, cytometry, 30 h; 0.09% of 68,000 active; AID 597, 2007; Potency, µM (titrated, usually from 46.1 µM), inactives show top-dose GFP derepression (activation); also: % of control where 0% means no effect
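Murine C127i mammary cells carrying a silenced, stably integrated CMV-driven GFP reporter were treated with compound for 30 hours at 37 C. After PBS washes, GFP-positive cells were counted by laser-scanning microplate cytometry.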
Hsp90 Hop PPI = qHTS Assay for Disrupters of an Hsp90 Co-Chaperone Interaction. Hsp90 C-terminal peptide / TPR2A (Hop) interaction, human. AlphaScreen TPR2A-His6 binding biotin-Hsp90 C-terminal peptide. Potency, µM (titrated, usually from 57 µM), inactives show at the top dose activity change, negative = inhibition. 0.44% of 71,000 active. AID 595, 2007; active = well fitted curve in either direction with a large enough effect; inconclusive = small, poorly fitted or top-dose-only effect, or another doubt; also: potency is read from the fitted curve at half-maximal effect; % is scaled to controls: 0 for no effect and ±100 for the full control effect; many of its hits are not listed in these tables
4MU fluor = qHTS Assay for Spectroscopic Profiling in 4-MU Spectral Region; max dye-equivalent concentration, M; compound autofluorescence, 340/450 nm, 4-MU equivalents; stronger effect = higher value; 11% of 59,000 active; AID 589, 2007; in the data active = max dye-equivalent concentration above about 10 nM; inconclusive = mostly about 1.1 nM to 9.6 nM
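Compounds in 100 mM Tris, pH 8.0, incubated 15 min at room temperature, then fluorescence read at 340 nm excitation/450 nm emission. Signal converted to 4-MU dye-equivalent concentration using an on-plate six-point 4-MU standard curve.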
HBB splicing = qHTS Assay for Modulators of Hemoglobin Beta Chain Splicing | HBB splicing reporter cell assay, activation; EGFP reporter with mutant IVS2-654 intron; response scale: normalised to 500 nM splice-correcting PNA | Potency, µM (titrated, usually from 46.1 µM), for inactives: at the top dose activation, hits mostly activators | 0.06% of 65,000 active | AID 925, 2007; also: potency is read from the fitted curve at half-maximal effect; 0% is about no effect
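Compounds were applied for 2 days to HeLa EGFP-654 cells, 500/well in Optimem with 2% FCS. The reporter's EGFP is disrupted by mis-splicing of beta-globin intron IVS2-654. Readout: summed well GFP fluorescence from 488 nm laser scanning; reference was 500 nM antisense […] 654 PNA.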
CRE Fsk mod = Cell signaling CRE-BLA (Fsk stim) | CHO CRE-bla reporter (cAMP response element driving beta-lactamase), forskolin EC10, beta-lactamase ratio | Potency, µM (highest dose often 38.2 µM), for the others: top-dose activity change, negative = inhibition, most hits filed as activators | 2.5% of 71,000 active | AID 662, 2007; active = well fitted activation curve with a large enough effect in the signal ratio, with a control signal flat, not every such curve was filed as active; inconclusive = small, poorly fitted or top-dose-only effect, or effect the other way, or a change in a side signal; the % refers to the signal ratio; also: potency is read from the fitted curve at half-maximal effect; % of control where 0% means no effect
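CRE-bla CHO cells stimulated with EC10 NKH 477 (water-soluble forskolin) and compound titrations, 3 h at 37C; beta-lactamase read with CCF4 after 2 h at room temperature. Activity from 460/530 nm emission ratio, AC50 values for positive or negative modulation.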
Texas Red fluor = qHTS Assay for Spectroscopic Profiling in Texas Red Spectral Region; Compound fluorescence, Texas Red channel, 547/618 nm; stronger effect = higher value; max dye-equivalent concentration, M; 0.06% of 59,000 active; AID 587, 2007; in the data active = max dye-equivalent concentration above about 10 nM; inconclusive = between about 1.1 nM and that limit
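Compound fluorescence was read after 15 min at room temperature in 100 mM Tris, pH 8.0, using 547 nm excitation and 618 nm emission across a concentration series. It was expressed as Texas Red dye-equivalent concentration from an on-plate standard curve.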
Numbers without * were called inactive; i = inactive; ? = inconclusive; . = no result given; [ ] = dose if it differs, or a comment. Unless noted, calls follow the shape of the dose curve; as a rule, active = well fitted curve in the direction sought with a large enough effect; inconclusive = small, poorly fitted or top-dose-only effect, or another doubt; inactive = no such curve, though single readings can be large; an effect the other way counts as inactive or inconclusive. A portion of the library, so the mix of outcomes need not match the whole.

SMILES	FLuc inh	A350 autofl	Ub-GFP proteasome	Fluorescein autfl	ERK AVP inh	Epigenetic mod	Hsp90 Hop PPI	4MU fluor	HBB splicing	CRE Fsk mod	Texas Red fluor
O=C(CN1C(=O)c2cccc3cccc1c23)N1CCN(c2ccccc2)CC1	5%	2.3e-08M*	-6%	i	3%	-3%	2%	2.3e-08M*	.	-1%	i
Cc1cccc(Cn2c(SCCN3CCOCC3)nc3c2c(=O)n(C)c(=O)n3C)c1	0%	.	3%	.	.	.	-5%	.	-0.1%	20%	.
COc1cc(CN2CCC(C(=O)NC3CCCC3)CC2)cc(Br)c1O	6%	i	2%	?	2%	2%	-3%	i	-2.8%	-14%	?
CCc1nc(NCC(C)C)c(C#N)c2c1COC(C)(C)C2	2%[25.5 µM]	1.3e-08M*	.	?	.	5%[20.6 µM]	.	1.1e-08M*	.	.	i
O=C(Nc1ccccc1C(=O)N1CCN(Cc2ccccc2)CC1)c1ccccn1	3%	.	6%	.	-13%	2%	-4%	.	-2.1%	4%	.
CC(C)[C@@H]1NC(=O)N(c2ccc(Oc3ccccc3)cc2)C1=O	-1%	i	4%	?	-6%	0%	-1%	i	1.8%[1.84 µM]	2%	i
O=C(CSc1nnc(Cc2cc(=O)[nH]c(=O)[nH]2)n1-c1ccccc1)N1CCCc2ccccc21	4%	?	-6%	?	0%	2%	-4%	?	-2.5%[57.5 µM]	?	i
CCCCS(=O)(=O)NC1=NCN(CCO)CN1	3%	i	11%	i	-18%	0%	0%	i	-0.2%	?	i
COc1ccccc1C(=O)NC(C)c1nc2ccccc2[nH]1 (stereo unspecified)	-1%	i	7%	i	5%	1%	0%	i	0.9%	?	i
Cc1ccccc1Cn1nc(C)c(NC(=O)c2cc3n(n2)C(C(F)F)CC(C(F)F)N3)c1C (stereo unspecified)	1%	i	-8%	i	-7%	2%	-8%	i	1.6%	-5%	i
O=C1C(=O)N(Cc2cccnc2)C(c2ccccn2)/C1=C(/O)c1ccc(F)cc1 (stereo unspecified)	4%[25.5 µM]	i	.	?	.	7%[20.6 µM]	.	i	.	.	i
O=C(CCN1CCN(C(=O)c2ccco2)CC1)Nc1ccc(F)cc1	1%	i	16%	i	4%	0%	-3%	i	-1.5%	-24%	?
O=C(CCc1nc(-c2ccccc2F)no1)NCc1ccco1	0%	i	-1%	?	-8%	0%	-4%	i	0.3%	-6%	i
CCOC(=O)c1cc2sc(C)cc2n1C(C)C(=O)OCC (stereo unspecified)	-2%	i	-6%	i	-8%	8%	?	i	.	5%	?
CCCCn1cnc2c(SC)ncnc21	2%[11.4 µM]	i	-3%[9.17 µM]	i	-13%[11.5 µM]	4%[9.22 µM]	-1%[11 µM]	i	0.0%[9.22 µM]	14%[7.6 µM]	i
CCOC(=O)Cc1nn2c(=O)cc(C)nc2s1	2%	i	-18%	i	17%	-1%	2%	i	-0.7%	-18%	i
O=c1c(CCc2ccccc2)nc2cnc(N3CCNCC3)nc2n1C1CC1	0%[11.4 µM]	2.4e-08M*	2%	i	?	3%[9.22 µM]	-3%	2.1e-08M*	-1.4%	?	i
COc1cccc(/C=N/n2cnnc2)c1OCc1ccccc1	0%	.	13%	.	-3%	-2%	-3%	.	0.2%	4%	.
Nc1nc(-c2c[nH]c3ccccc23)cs1	1%	i	-2%	i	12%	-1%	-15%	i	-1.7%	?	i
CNc1nnc(-c2cccc(N(C)C)c2)s1	?	4.3e-08M*	-2%	i	-12%	1%	-4%	3.6e-08M*	-4.6%	?	i

A draw from above in order of count of non-hydrogen atoms, ascending.
SMILES	FLuc inh	A350 autofl	Ub-GFP proteasome	Fluorescein autfl	ERK AVP inh	Epigenetic mod	Hsp90 Hop PPI	4MU fluor	HBB splicing	CRE Fsk mod	Texas Red fluor
Nc1nc(-c2c[nH]c3ccccc23)cs1	1%	i	-2%	i	12%	-1%	-15%	i	-1.7%	?	i
CNc1nnc(-c2cccc(N(C)C)c2)s1	?	4.3e-08M*	-2%	i	-12%	1%	-4%	3.6e-08M*	-4.6%	?	i
COc1cccc(/C=N/n2cnnc2)c1OCc1ccccc1	0%	.	13%	.	-3%	-2%	-3%	.	0.2%	4%	.
O=c1c(CCc2ccccc2)nc2cnc(N3CCNCC3)nc2n1C1CC1	0%[11.4 µM]	2.4e-08M*	2%	i	?	3%[9.22 µM]	-3%	2.1e-08M*	-1.4%	?	i
Cc1cccc(Cn2c(SCCN3CCOCC3)nc3c2c(=O)n(C)c(=O)n3C)c1	0%	.	3%	.	.	.	-5%	.	-0.1%	20%	.
O=C(CSc1nnc(Cc2cc(=O)[nH]c(=O)[nH]2)n1-c1ccccc1)N1CCCc2ccccc21	4%	?	-6%	?	0%	2%	-4%	?	-2.5%[57.5 µM]	?	i

New compounds follow.
SMILES	FLuc inh	A350 autofl	Ub-GFP proteasome	Fluorescein autfl	ERK AVP inh	Epigenetic mod	Hsp90 Hop PPI	4MU fluor	HBB splicing	CRE Fsk mod	Texas Red fluor
O=C(CCN1CCOCC1)Nc1ccc2c(c1)N(C(=O)CN1CCOCC1)c1ccccc1CC2	4%	?	-4%	i	0%	0%	-1%	1.7e-08M*	2.9%[1.84 µM]	2%	i
COc1ccc2[nH]cc(CCNc3ccnc(-c4ccccc4Cl)n3)c2c1	0%[2.29 µM]	i	-9%	i	40µM*	-1%[9.22 µM]	-14%	i	1.1%	?	i
COc1cc(NC(=O)c2ccco2)c(OC)cc1NC(=O)CSc1ncc(-c2ccc(F)cc2)[nH]1	2%	2.8e-08M*	0%	i	-9%	0%	-3%	1.8e-08M*	0.9%	?	i
O=C(O)C1CCCCC1C(=O)NCc1ccc(F)cc1 (stereo unspecified)	-1%	i	-3%	i	2%	-3%	0%	i	0.2%	-6%	i
O=C1CC(c2ccc(F)cc2)Cc2nc(NCc3ccco3)ncc21 (stereo unspecified)	3%	i	5%	i	-13%	0%	-2%	i	0.1%	4%	?
COc1ccccc1C1/C(=C(/O)c2ccc(C)cc2)C(=O)C(=O)N1CCN1CCOCC1 (stereo unspecified)	1%[25.5 µM]	i	.	?	.	-6%[20.6 µM]	.	i	.	.	i
O=C(Cn1nnc2ccccc2c1=O)NCc1ccco1	2%	i	1%	i	17%	-1%	-1%	i	2.0%	-11%	i
c1ccc2c(c1)CCN(c1nc3cc4c(cc3s1)OCCO4)C2	0.32µM*	i	-3%	?	10%	3%	-10%	i	-2.7%	9%	?
CC1=C(C(=O)OC(C)C)C(c2cccs2)n2ncnc2N1 (stereo unspecified)	4%	.	-3%	.	8%	.	-1%[2.3 µM]	.	-0.6%	18%	.
Cc1ccc(CNC(=O)CCCOc2cc(=O)n(C)c3ccccc23)o1	-3%	i	-3%	i	1%	-2%	1%	i	-1.3%	16%	i
CC(NC(=O)C1CC=CCC1C(=O)O)C1CC2CCC1C2 (stereo unspecified)	1%	i	0%	i	-13%	0%	-4%	i	0.4%	2%	i
Cn1c(NCc2c[nH]c3ccccc23)nc2ccccc21	25µM*	i	2%	i	?	2%	-5%	i	.	-5%	i
CC1CCN(S(=O)(=O)c2cccc(-c3nnc(-c4cccnc4)o3)c2)CC1	2%	i	-1%	i	-11%	-3%	2%	i	0.2%	?	i
Cc1ccc(SCCN2C(=O)NC(C)(C)C2=O)cc1	4%	i	5%	i	-19%	3%	-2%	i	-3.0%	1%	?
CCn1c(SCC(=O)N2CCCC2)nc2c1c(=O)n(C)c(=O)n2C	1%	i	-1%	i	20µM*	0%	0%	i	0.1%[57.5 µM]	?	i
Cc1cn([C@@H]2C[C@H](N=[N+]=N)[C@H](CO)O2)c(=O)[nH]c1=O	-2%[25.5 µM]	?	-2%[20.5 µM]	?	0%[25.7 µM]	3%[20.6 µM]	-6%[26 µM]	?	0.4%[20.6 µM]	-3%[17.1 µM]	?

Bioassay records as filed in PubChem BioAssay.
